Source: PubChem BioAssay
Luciferase inh = blocks Photinus pyralis firefly luciferase activity; AID 411; purified firefly luciferase, luminescence, 8 min; 2.2% of 72,000 active; Potency, µM (top dose mostly 57.1 µM), inactives show at the highest dose activity change, negative = inhibition, actives largely listed as inhibitors; note: potency is the fitted concentration of half-maximal effect; % is set by controls: 0 for no effect and ±100 for the full control effect; nearly all actives have a fitted effect of over 40% in size
Target sequence (P08659 whole entry, looked up): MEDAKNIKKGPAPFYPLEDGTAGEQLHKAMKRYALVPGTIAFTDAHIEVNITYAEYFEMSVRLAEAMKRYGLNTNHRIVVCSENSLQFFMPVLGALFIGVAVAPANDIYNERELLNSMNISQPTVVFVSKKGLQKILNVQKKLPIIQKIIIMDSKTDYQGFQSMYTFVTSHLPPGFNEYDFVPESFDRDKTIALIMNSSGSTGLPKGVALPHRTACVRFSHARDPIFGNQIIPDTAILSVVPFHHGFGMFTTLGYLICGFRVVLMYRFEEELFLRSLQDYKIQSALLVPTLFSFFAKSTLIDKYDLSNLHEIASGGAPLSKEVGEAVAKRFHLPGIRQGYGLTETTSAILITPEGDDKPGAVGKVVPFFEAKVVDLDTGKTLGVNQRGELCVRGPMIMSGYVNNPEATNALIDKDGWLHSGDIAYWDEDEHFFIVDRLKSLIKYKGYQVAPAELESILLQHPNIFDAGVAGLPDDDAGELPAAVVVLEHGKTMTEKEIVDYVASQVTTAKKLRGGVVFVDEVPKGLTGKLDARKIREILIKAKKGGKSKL
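Firefly luciferase (PKLight detection mix) with 10 uM ATP in pH 7.2 imidazole buffer (KCl, MgCl2, Tween 20, BSA). Compounds tested across a concentration series (qHTS). Luminescence read after 8 min at ambient temperature.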
Rhodamine fluor = rhodamine region autofluorescence; max dye-equivalent concentration, M; Rhodamine-region fluorescence, 547/598 nm, Tris buffer; hits give high values; 0.05% of 59,000 active; in the data active = max dye-equivalent concentration above about 11 nM; inconclusive = between about 1.1 nM and that limit
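Intrinsic compound fluorescence, ex 547 / em 598 nm, CCD imager. Tris 100 mM pH 8.0; 15 min RT. Output = rhodamine dye-equivalent concentration at each compound concentration.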
Fluorescein autfl = compound fluoresces in the fluorescein spectral region. Compound autofluorescence, 480/540 nm, fluorescein-equivalent; hits give high values. max fluorescein-equivalent concentration, M. 0.91% of 59,000 active; in the data active = max fluorescein-equivalent concentration above about 10 nM; inconclusive = between about 1.1 nM and that limit
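Library compounds, added at multiple concentrations to pH 8.0 Tris buffer (100 mM), incubate 15 min at room temperature before CCD imaging at 480 nm excitation and 540 nm emission.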
HEK293 cAMP cs = parental HEK293 cAMP activation (counter-screen); parental HEK293 CNG cAMP sensor, membrane potential fluorescence; Potency, µM (series often up to 57.1 µM), inactives show at the highest dose activation, most hits filed as activators; 2.5% of 73,000 active; AID 938; note: potency is the fitted concentration of half-maximal effect; % of control where 0% means no effect; nearly all actives have a fitted effect of over 55% in size
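Parental HEK 293 cells stably expressing a modified CNG channel (no TSHR) report cAMP rise as membrane depolarization. Membrane potential dye with 100 uM RO 20-1724 was loaded for 60 min at room temperature, then compound added for 30 min; fluorescence read at 590 nm.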
4-MU autofl = 4-MU region autofluorescence. compound autofluorescence, 340/450 nm, 4-MU equivalents; hits give high values. 11% of 59,000 active. max dye-equivalent concentration, M; in the data active = max dye-equivalent concentration above about 10 nM; inconclusive = mostly about 1.1 nM to 9.6 nM
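Compounds in 100 mM Tris, pH 8.0, incubated 15 min at room temperature, then fluorescence read at 340 nm excitation/450 nm emission. Signal converted to 4-MU dye-equivalent concentration using an on-plate six-point 4-MU standard curve.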
TexasRed autofl = compounds fluorescent in Texas Red spectral region. Compound fluorescence, Texas Red channel, 547/618 nm; hits give high values. max dye-equivalent concentration, M. 0.06% of 59,000 active. AID 587; in the data active = max dye-equivalent concentration above about 10 nM; inconclusive = between about 1.1 nM and that limit
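Dye-equivalent concentrations come from scaling compound signal (ex 547, em 618 nm) to six Texas Red standard concentrations run on every plate, after 15 min room-temperature incubation in pH 8.0 Tris (100 mM).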
Caspase-1 inhib = caspase-1 (human) inhibition, allosteric or competitive; 0.03% of 75,000 active; Potency, µM (series often up to 57.5 µM), for the others: top-dose activity change, negative = inhibition, actives largely listed as inhibitors; Caspase-1 enzyme, Ac-WEHD-AFC fluorogenic rate; AID 900; P29466;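 note: potency is the fitted concentration of half-maximal effect; plate controls were vehicle for no effect and no substrate for full effect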
Tau fil binding = binds recombinant human tau filaments. P10636. recombinant tau filaments, thioflavin S fluorescence, 15 h; filaments grown with octadecylsulfate alongside compound. Potency, µM (series often up to 57.1 µM), for the others: at the highest dose activity change, negative = inhibition. 2% of 71,000 active. AID 596;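 note: potency is the fitted concentration of half-maximal effect; % is set by controls: 0 for no effect and ±100 for the full control effect; actives lower thioflavin S fluorescence by blocking filaments or displacing dye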
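Read-out: ThS fluorescence, 450 nm excitation/510 nm emission; lower signal marks blocked filament formation or displaced dye. Tau at 1 uM with 30 uM ODS, 10 uM ThS, 5 mM DTT, 100 mM NaCl, 10 mM HEPES pH 7.4; 15 h, 37 C.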
A350 fluor = compounds fluorescent in Alexa 350 spectral region. max dye-equivalent concentration, M. 11% of 59,000 active. Compound autofluorescence, 340/450 nm, Alexa 350 dye-equivalents; hits give high values; in the data active = max dye-equivalent concentration above about 10 nM; inconclusive = mostly about 1.1 nM to 9.6 nM
ERK AVP inh = vasopressin-driven ERK pathway inhibition | HEK293-V1b, vasopressin-stimulated pERK AlphaScreen | Potency, µM (titrated, usually from 57.5 µM), without a hit: top-dose activity, negative = inhibition, most hits filed as inhibitors | 0.99% of 72,000 active | AID 995; note: potency is the fitted concentration of half-maximal effect; % is set by controls: 0 for no effect and ±100 for the full control effect; nearly all actives have a fitted effect of over 55% in size
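HEK293 cells stably expressing V1b receptor, preincubated 30 min at 37 °C with compound, then stimulated 5 min with 25 nM vasopressin. Phospho-ERK by AlphaScreen SureFire after 5 h RT; normalized to DMSO and vasopressin; AC50 by Hill fit.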
Caspase-7 inhib = caspase-7 (human) inhibition, allosteric or competitive; P55210; recombinant caspase-7, Ac-DEVD-AFC fluorescence rate; Potency, µM (top dose mostly 57.5 µM), for inactives: at the highest dose activity change, negative = inhibition, hits mostly inhibitors; 0.02% of 75,000 active; AID 889; active = well fitted inhibition curve with a large enough effect in the main read-out, with a control signal flat, not every such curve was filed as active; inconclusive = small, poorly fitted or top-dose-only effect, or a change in a side signal; note: potency is the fitted concentration of half-maximal effect; % of control where 0% means no effect
Target sequence (P55210 24-198 limits assumed): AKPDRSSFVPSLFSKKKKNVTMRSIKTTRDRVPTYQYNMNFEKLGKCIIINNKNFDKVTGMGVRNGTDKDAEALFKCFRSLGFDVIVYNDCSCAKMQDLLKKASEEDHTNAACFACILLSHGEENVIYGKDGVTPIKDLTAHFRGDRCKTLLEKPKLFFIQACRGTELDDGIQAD
Target sequence (P55210 207-303 limits assumed): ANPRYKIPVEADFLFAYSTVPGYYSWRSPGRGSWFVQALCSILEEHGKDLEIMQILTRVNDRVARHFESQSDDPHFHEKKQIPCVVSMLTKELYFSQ
Numbers without * were called inactive; i = inactive; u = inconclusive; x = no result given; [ ] = dose if it differs, or a comment. Unless noted, calls come from the whole dose curve; as a rule, active = well fitted curve in the direction sought with a large enough effect; inconclusive = small, poorly fitted or top-dose-only effect, or another doubt; inactive = no such curve, though single readings can be large; an effect the other way counts as inactive or inconclusive.

SMILES	Luciferase inh	Rhodamine fluor	Fluorescein autfl	HEK293 cAMP cs	4-MU autofl	TexasRed autofl	Caspase-1 inhib	Tau fil binding	A350 fluor	ERK AVP inh	Caspase-7 inhib
Cc1ccc(NCc2nnc(SCC(=O)NCCc3ccccc3)n2C)cc1	5%	i	i	6%	i	i	2%	5%	i	-19%	-3%
Cc1cc(N2CCN(C(=O)c3ccco3)CC2)n2nc(C)nc2n1	3%	x	x	6%	x	x	1%	-4%	x	-7%	-6%
O=C(CSc1nc2c(cnn2-c2ccccc2)c(=O)[nH]1)c1ccc(Cl)cc1	2%	i	i	u	i	i	-4%	2%	i	10%	-5%
C[C@H](CCC(=O)O)[C@H]1CC[C@H]2[C@@H]3CC[C@@H]4C[C@H](O)CC[C@]4(C)[C@H]3C[C@H](O)[C@]12C	x	x	x	-20%	x	x	-2%	-18%	x	-6%	-4%
O=C(Cn1nnc(-c2cccs2)n1)OC1CCCCC1	-3%	i	i	13%	i	i	-2%	-3%	i	42%[activator]	-1%
O=C1CC(Cc2ccccc2)C(=O)N1CCc1ccc2c(c1)OCO2 (stereo not given)	-9%	x	x	29%	x	x	0%	-19%	x	15%	-1%
O=C(O)CCCCn1ccc(=O)[nH]c1=O	1%[11.4 µM]	i	i	5%[11.4 µM]	i	i	0%[11.5 µM]	2%[11.4 µM]	i	-4%[11.5 µM]	1%[11.5 µM]
COc1ccccc1CNc1nc(-c2cccnc2)nc2ccccc12	-2%[2.29 µM]	i	u	u	i	i	-1%	10%	i	u	0%
CCS(=O)(=O)NCc1cn2ccsc2n1	2%	i	i	-10%	i	i	0%	-9%	i	1%	1%
COc1cc(C2=NOC(C(=O)Nc3ccc(C)cc3)C2)cc(OC)c1OC (stereo not given)	4%	i	i	7%	u	i	-1%	250%	u	13%	-3%
Cc1nn(-c2ccccc2)c2sc(C(=O)OCc3nnc(-c4ccccc4)o3)cc12	-35%	i	u	30%	i	i	0%	6%	i	-7%	-4%
Cc1cccc(N2CC(C(=O)Nc3ccc4c(c3)OCO4)CC2=O)c1C (stereo not given)	2%	i	i	5%	i	i	-2%	-11%	i	-10%	0%
CCOC(=O)CN(C(=O)Cn1nnc2ccccc21)C(C(=O)NCCOC)c1ccccc1 (stereo not given)	2%	i	u	7%	i	i	1%	-8%	i	8%	1%
O=C(Cn1nc(-c2ccccc2)ccc1=O)N1CCOCC1	1%	x	x	3%	x	x	1%	-18%	x	-9%	-2%
COc1ccccc1C1=Nn2c(nnc2C2CCCCC2)SC1	0%	i	u	5%	i	i	0%	-6%	i	-22%	-1%

Rewritten as comma-separated lines: six of the compounds above
SMILES,Luciferase inh,Rhodamine fluor,Fluorescein autfl,HEK293 cAMP cs,4-MU autofl,TexasRed autofl,Caspase-1 inhib,Tau fil binding,A350 fluor,ERK AVP inh,Caspase-7 inhib
COc1ccccc1CNc1nc(-c2cccnc2)nc2ccccc12,-2%[2.29 µM],i,u,u,i,i,-1%,10%,i,u,0%
O=C(Cn1nc(-c2ccccc2)ccc1=O)N1CCOCC1,1%,x,x,3%,x,x,1%,-18%,x,-9%,-2%
O=C(O)CCCCn1ccc(=O)[nH]c1=O,1%[11.4 µM],i,i,5%[11.4 µM],i,i,0%[11.5 µM],2%[11.4 µM],i,-4%[11.5 µM],1%[11.5 µM]
Cc1ccc(NCc2nnc(SCC(=O)NCCc3ccccc3)n2C)cc1,5%,i,i,6%,i,i,2%,5%,i,-19%,-3%
O=C1CC(Cc2ccccc2)C(=O)N1CCc1ccc2c(c1)OCO2 (stereo not given),-9%,x,x,29%,x,x,0%,-19%,x,15%,-1%
O=C(CSc1nc2c(cnn2-c2ccccc2)c(=O)[nH]1)c1ccc(Cl)cc1,2%,i,i,u,i,i,-4%,2%,i,10%,-5%

Further records
SMILES	Luciferase inh	Rhodamine fluor	Fluorescein autfl	HEK293 cAMP cs	4-MU autofl	TexasRed autofl	Caspase-1 inhib	Tau fil binding	A350 fluor	ERK AVP inh	Caspase-7 inhib
CC(C)=N[C@H](C(=O)O)C(C)(C)S	1%[11.4 µM]	i	i	7%[11.4 µM]	u	i	-2%[11.5 µM]	5%[11.4 µM]	u	10%[11.5 µM]	-2%[11.5 µM]
COCCn1nnnc1C(C(C)C)N1CCC(Cc2ccccc2)CC1 (stereo not given)	-1%	i	u	u	i	u	1%	8%	i	25%	0%
CC(C)CCNC(=O)Cc1c(C(=O)O)[nH]c2ccc(Cl)cc12	0%	i	i	5%	i	i	-1%	-9%	i	6%	0%
O=C(CCN1CCN(CCO)CC1)Nc1ccc(F)c(F)c1	0%	x	x	7%[11.4 µM]	x	x	-3%	-1%[11.4 µM]	x	-4%	0%
C/C(N)=C(/C#N)C(=O)COC(=O)CC1CCCC1	0%	i	i	14%	i	i	1%	2%	i	2%	0%
O=C(NC1CCCC1)C(c1ccc(Cl)cc1)N1CCOCC1 (stereo not given)	1%	x	x	17%	x	x	1%	-8%	x	-13%	-2%
CC(C)(CC(=O)Nc1ccccc1)C(=O)O	2%[11.4 µM]	i	i	6%[11.4 µM]	i	i	4%[11.5 µM]	6%[11.4 µM]	i	-25%[11.5 µM]	1%[11.5 µM]
O=C(O)COc1ccc(Oc2ccccc2)cc1	0%	i	i	2%	i	i	1%	-3%	i	-19%	-1%
CCOC(=O)N1CCC(NC(=O)c2ccc3c(c2)ncn3C2CCCC2)CC1	-3%	i	i	-10%	i	i	-2%	7%	u	-12%	1%
Nn1c(SCC(=O)NCCC2=CCCCC2)nnc1C1CCCCC1	-34%	i	u	u	i	i	0%	-4%	i	-7%	-1%
CCOc1ccc(-c2noc(-c3ccncc3)n2)cc1OCC	2%	i	i	1%	i	i	1%	-19%	u	-24%	0%
COc1cc(C(c2nnnn2C(C)(C)C)N2CCN(C)CC2)cc(OC)c1OC (stereo not given)	1%	i	i	-1%	i	i	0%	-9%	i	-11%	1%
Cc1sc2nc(SCC(=O)N3CCCCC3)[nH]c(=O)c2c1C	-4%	i	u	16%	i	i	-4%	26%	u	-8%	-6%
Cc1cccc(-n2ncc3c(N4CCCC4)ncnc32)c1	1.6µM*	i	i	-3%	i	u	-3%	7%	i	-6%	-1%
Cn1c(=O)n(CCN2CCOCC2)c(=O)c2c1nc1n2CCN1c1ccccc1	1%	i	i	-5%	i	u	-1%	-5%	u	0%	-1%
O=C(NC1CCCC1)c1ccc(S(=O)(=O)N2CCCC2)cc1	2%	i	i	8%	i	i	-1%	-2%	i	22%	3%
O=C(CSC1CCCCC1)N1CCN(c2ccccc2)CC1	-2%	i	u	14%	i	i	7%	-13%	i	u	0%
Cc1cc(NS(=O)(=O)c2ccc(NC(=O)Nc3ccccc3)cc2)no1	-1%	x	x	3%	x	x	0%	-2%	x	-8%	0%
O=C(O)c1ccc(CSc2n[nH]c(-c3ccco3)n2)cc1	0%	i	u	-3%	u	i	-1%	0%	u	-16%	-1%
CCSc1nc2sc3c(c2c2nnc(SCC(=O)NCc4ccco4)n12)CCCC3	0%[25.5 µM]	i	u	x	u	i	x	x	u	x	x
Clc1ccc(CSc2nnc(-c3ccncc3)o2)c(Cl)c1	-1%	i	i	20µM*	i	u	-3%	43%	i	31%[activator]	-7%
COc1ccc(-c2cc(C(F)(F)F)n3nc(C(=O)N4CCCC4)cc3n2)cc1	-2%	x	x	2%	x	x	2%	-12%	x	-2%	-10%
O=C(c1cc(-c2ccc3c(c2)OCO3)on1)N1CCN(c2ccccc2)CC1	u	i	u	u	i	u	0%	0%	i	u	-4%
CCC1CCCCN1C(=O)c1nn2cccnc2c1Cl (stereo not given)	1%	i	i	10%	i	i	-3%	2%	u	-5%	-2%
CCN1CCN(C(CNS(=O)(=O)c2ccc(OC)cc2)c2cccnc2)CC1 (stereo not given)	1%	x	x	3%	x	x	-1%	3%	x	x	1%
COc1ccc(-c2c3c(=O)n(C)c(=O)n(C)c3cn2NC(C)=O)cc1	2%	i	i	-2%	2.2e-06M*	i	-3%	-2%	2.6e-06M*	-12%	1%
COc1ccc(OCC(=O)N(C)Cc2ccccc2)cc1	-2%	x	x	5%	x	x	-2%	5%	x	u	-2%
O=C(C1CCC(Cn2c(=S)[nH]c3ccccc3c2=O)CC1)N1CCN(c2ccccc2)CC1 (stereo not given)	-7%	i	i	-54%[inhibitor]	i	i	-1%	0%	i	-11%	-1%
COc1ccccc1N1CCN(S(=O)(=O)c2ccc3c4c(cccc24)C(=O)N3C)CC1	1%	i	i	-3%	i	i	-9%	25µM*	i	4%	-9%
CCCc1[nH]nc2c1C(c1ccc(OC(=O)c3ccco3)cc1)C(C#N)=C(N)O2 (stereo not given)	0%	x	x	1%	x	x	-2%	-6%	x	-27%	1%
COc1cc2c(cc1OC)C(C(=O)N1CCCC1)C(c1ccccc1F)N(C)C2=O (stereo not given)	1%	i	i	14%	i	i	2%	1%	i	14%	0%
COc1ccc(-n2nnc3c(=O)n(Cc4ccccc4C)cnc32)cc1	2%	i	i	27%	i	u	2%	16%	i	-12%	-1%
COc1ccc(C2C(C(=O)NCc3ccccc3)=C(C)Nc3ncnn32)cc1OC (stereo not given)	4%	i	u	3%	i	i	-2%	0%	i	25%	-1%
COC(=O)c1ccc(=O)n(-c2ccc(OC)cc2)c1	-2%	i	i	-8%	u	u	-5%	-4%	u	3%	-1%
CCN(CC)CCNC(=O)c1cc2c(=O)n(C)c3ccccc3c2n1C	0%	x	x	8%	x	x	-5%	180%	x	-23%	1%

Only part of the results is shown; count on the stated rates, not on these rows.
